esBAF inh = blocks esBAF chromatin remodeling in mouse ES cells | Bmi1-luciferase knock-in reporter, 24 h; 100% = twice the neutral-well signal | reporter increase, % at 12.5 µM | 350,000 tested, 2% active | AID 602393; in the data active means activation above about 40%;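 further: 0% = median of the plate's neutral control wells and 100% = double that signal; a rise in the Bmi1 reporter signal indicates esBAF inhibition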
Cneo AK release = causes C. neoformans cell lysis | adenylate kinase release luminescence, 4 h; normalised: neutral wells 0, clomiphene wells 100 | lysis activity, % at 15 µM | 360,000 tested, 0.2% active;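 active means mean lysis activity across replicates of at least 80%, whatever share of replicates individually reach that level; inactive means mean lysis activity below 80%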
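Assay system: Cryptococcus neoformans yeast cells / Dosing: single-point compound dose / Timing: 4 h at 37 °C static, read 1 h later / Measured by: luminescence of released adenylate kinase using an AK detection reagent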
miR-122 sensor = inhibitors of miR-122 in Huh7 cells; 340,000 tested, 0.3% active; Huh7 miR-122 Renilla luciferase sensor, 48 h; neutral wells = 0, positive control = 100; activation (reporter increase), % at 12.5 µM;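 active means mean replicate activation score at least 90 and every replicate individually at or above 90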;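 further: higher luciferase means less miR-122 activity so hits act as miR-122 inhibitors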
SIRT5 inh = sirtuin-5 (human) deacylase inhibition; Purified SirT5, succinyl-peptide AMC, trypsin-coupled fluorescence; inhibition, % at 15 µM; 330,000 tested, 1.1% active; AID 652115; in the data active means inhibition above about 15%
Target sequence (Q9NXA8 whole entry, looked up): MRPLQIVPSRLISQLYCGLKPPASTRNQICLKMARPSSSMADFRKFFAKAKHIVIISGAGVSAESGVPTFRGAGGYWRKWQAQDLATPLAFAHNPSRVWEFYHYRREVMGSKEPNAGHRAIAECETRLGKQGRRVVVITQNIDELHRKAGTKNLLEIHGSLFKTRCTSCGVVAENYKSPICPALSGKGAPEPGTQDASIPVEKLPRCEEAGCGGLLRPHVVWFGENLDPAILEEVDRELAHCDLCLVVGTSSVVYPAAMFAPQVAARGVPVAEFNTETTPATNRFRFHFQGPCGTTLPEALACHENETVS
ERp5 inh = blocks human ERp5 reductase activity on insulin. Q15084. ERp5 insulin aggregation, absorbance 650 nm, 90 min. inhibition, % at 9.99 µM. 350,000 tested, 0.05% active. AID 651711;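 active means mean replicate inhibition above about 25%, with every replicate also reaching it, limit read from the data, passing the limit was not always enough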
Target sequence (Q15084 whole entry, looked up): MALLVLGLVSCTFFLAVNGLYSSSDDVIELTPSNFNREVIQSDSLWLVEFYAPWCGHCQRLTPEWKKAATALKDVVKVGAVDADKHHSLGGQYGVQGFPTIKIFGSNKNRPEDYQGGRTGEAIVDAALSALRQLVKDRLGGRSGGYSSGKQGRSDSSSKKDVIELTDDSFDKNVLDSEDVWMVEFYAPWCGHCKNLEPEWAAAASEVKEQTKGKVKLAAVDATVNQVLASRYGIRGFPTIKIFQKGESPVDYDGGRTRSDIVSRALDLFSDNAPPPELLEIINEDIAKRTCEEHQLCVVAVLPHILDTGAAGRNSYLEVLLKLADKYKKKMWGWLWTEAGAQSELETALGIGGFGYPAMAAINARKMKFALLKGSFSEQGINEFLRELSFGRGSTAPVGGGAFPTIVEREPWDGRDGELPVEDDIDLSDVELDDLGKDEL
Statin myotox sup = protects C2C12 myotubes from simvastatin toxicity; ATP luminescence, 48 h; scaled: DMSO 0, geranylgeraniol control 100; rescue of ATP level, % at 7.49 µM; 330,000 tested, 0.78% active;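 active means mean ATP rescue above about 67%, or every replicate alone reaching that limit, limit read from the data, passing the limit was not always enough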;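 further: myotubes were challenged with 10 µM simvastatin during compound exposure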
ARNT-TACC3 inh = disrupts binding between human ARNT and TACC3. Q9Y6A5. AlphaScreen His-ARNT PAS-B/GST-TACC3 binding, luminescence; TACC3 fragment carries E629A point mutation. inhibition, % at 9.99 µM. 390,000 tested, 0.66% active;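 active means mean inhibition of replicates at least 50% and at least half of replicates each reaching 50%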;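 further: 0% = complete ARNT plus TACC3 wells and 100% = ARNT alone without TACC3; many hits fall short of the cut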
* marks the source's active call; other numbers are inactive results; . = no result given; [ ] = another dose, or the depositor's remark. Compounds were not picked by outcome. Share with any hit: about 4%.

SMILES	esBAF inh	Cneo AK release	miR-122 sensor	SIRT5 inh	ERp5 inh	Statin myotox sup	ARNT-TACC3 inh
COc1ccc(S(=O)(=O)NCc2csc(C)n2)cc1	-5.8	.	7.5	.	.	142.2*	-4.7
Cc1cc(C)c(S(=O)(=O)NCCn2ccc3ccccc32)c(C)c1	-3.5	-0.9	125.9*	7.8	12.0	13.1	-0.4
Cc1ccc(S(=O)(=O)N2CCOCC2)cc1C(=O)NC(=S)N1CC(C)OC(C)C1 (configuration not stated)	.	4.6	-7.0	2.6	2.5	.	2.6
Cc1ccc(S(=O)(=O)N2CCN=C2SCc2c(F)cccc2Cl)cc1	-5.1	-1.3	.	0.1	5.6	11.4	1.8
Cc1ccc(C2NC(=O)c3ccccc3O2)cc1 (configuration not stated)	1.2	-2.8	-0.5	-6.3	-0.2	-1.5	-14.6
COc1ccc(CNC(=O)CC2C(=O)NCCN2C2Cc3ccccc3C2)cc1 (configuration not stated)	-4.5	-0.5	.	-3.6	-2.0	0.9	-2.6
CO[C@@H]1CN(C)C(=O)c2ccc(NC(=O)Nc3ccc(F)cc3)cc2OC[C@H](C)NC[C@@H]1C	-1.6	0.9	0.8[16.7 µM]	-0.5	5.6	10.3	-2.9
Cc1cc(C)n(S(=O)(=O)c2cc(C(=O)O)c(Cl)cc2Cl)n1	4.2	0.3	-6.3	-9.0	-3.2	50.7	-2.6
CC1CCCN(C(=O)C2CC(=O)N(c3ccc(Cl)cc3)C2)C1 (configuration not stated)	3.3	-1.2	.	-4.4	-8.3	4.5	5.2
CC(C)CCNC(=O)COC(=O)/C=C/c1ccc2ccccc2n1	1.8	-1.0	-3.2	-1.0	2.7	1.1	-0.7
CN(C)S(=O)(=O)c1cccc(C(=O)OCC(=O)c2ccc3c(c2)NC(=O)CO3)c1	-3.4	-0.3	.	-8.1	0.9	8.4	-14.2
CCc1ccc(NC(=O)N(CCCN2CCOCC2)C(C)c2cc3cccc(OC)c3o2)cc1 (configuration not stated)	1.7	3.6	.	0.1	-1.0	2.5	3.7
C[C@@H]1CN([C@H](C)CO)C(=O)c2cc(C#CC(C)(C)O)cnc2O[C@H]1CN(C)Cc1ccccn1	-3.8	-5.8	0.4[16.7 µM]	-1.2	-6.0	25.1	2.4
CCC(=O)N1C[C@@H]2[C@H](c3ccccc31)[C@H](CO)N2Cc1cc(F)ccc1F	-1.9	7.5	-5.1[16.7 µM]	1.1	-2.8	-9.4	2.2
COc1cccc(NC(=O)CN2C(=O)COc3ccc(S(=O)(=O)N4CCC(C)CC4)cc32)c1	7.5	-1.1	9.5	2.4	0.6	6.3	-3.5
CC(=O)Cn1cnc2c(cnn2-c2ccc(F)cc2)c1=O	28.1	-0.6	-1.4	-1.9	-4.7	-7.6	.
CCc1cc(=O)oc2cc(OCc3ccc(C(=O)O)o3)ccc12	3.3	0.8	9.3	-4.5	-0.2	18.7	-3.2
CCCS(=O)(=O)NC(=O)C1(C)CCN(C(=O)COCc2ccccc2)C1 (configuration not stated)	3.4	0.2	-4.0	-0.9	-8.1	4.7	.
Cc1ccc(NC(=O)c2cccc(NC3=NC4CS(=O)(=O)CC4S3)c2)cc1C (configuration not stated)	-4.3	-4.2	1.9	1.1	1.7	10.0	-7.3
CCOC(=O)N1CCC(=NNC(=O)COc2cccc(C)c2)CC1	.	.	.	3.3	0.5	.	-0.9
C[C@@H](NC(=O)C[C@H]1CC[C@@H]2[C@H](COC[C@@H](O)CN2C(=O)Nc2cccc(Cl)c2)O1)c1ccccc1	9.6	-5.2	-3.3[16.7 µM]	-1.4	-7.5	-3.8	-5.8
Cc1ccc2nc(SCC(=O)N3c4ccccc4CC3C)c(C)cc2c1 (configuration not stated)	3.1	-1.1	-1.3	.	.	36.0	-14.8
Cc1cc(C)n(CC(=O)NN)n1	.	.	.	-0.6	-3.9	.	-4.4
CCOc1ccc(-c2nc(N)ncc2Oc2ccccc2Br)c(O)c1	-9.9	-2.5	0.7	.	.	5.9	.
COc1ccc(-n2c(Cn3c(=O)sc4ccccc43)nnc2SCC(=O)N2CCCC2)cc1	-2.1	4.6	-1.4	-2.5	0.7	-0.8	0.3
COc1ccc(CCn2c(-c3ccc(F)cc3)nc3c(c(=O)c4ccccc4n3C)c2=O)cc1OC	.	7.5	6.0	-10.3	-0.9	.	.
CNC(=O)C[C@@H]1CC[C@@H]2[C@@H](COc3ccc(NC(=O)Nc4cccc(C)c4)cc3C(=O)N2C)O1	0.4	-4.3	-6.7[16.7 µM]	7.9	-0.1	-6.7	18.5
COc1ccc(-c2cc3c(=O)n(CC(=O)NCCCN4CCN(Cc5ccccc5)CC4)ncn3n2)cc1	-59.1	-22.1	-6.2	5.5	.	12.8	1.7
O=C(Nc1nccs1)[C@@H]1CCCN1S(=O)(=O)c1ccc(Cl)cc1	-8.1	-8.8	-5.6	.	-0.3	-1.9	-35.2
O=C(CN1C(=O)NC(Cc2ccccc2)C1=O)Nc1ccc(OC(F)(F)F)cc1 (configuration not stated)	2.6	-0.7	0.3	6.1	-4.8	1.6	-0.3
Cc1ccccc1-c1cc(C(=O)NCc2ccc(OC(F)(F)F)cc2)nn1CC1CC(c2cccc([N+](=O)[O-])c2)=NO1 (configuration not stated)	-2.4	11.6	.	-6.6	-4.1	4.1	-7.2
CCN(C(=O)CCN1C(=O)S/C(=C\c2ccccc2)C1=O)C1CCS(=O)(=O)C1 (configuration not stated)	0.3	0.6	.	0.9	-1.4	-1.2	-1.4
CC(C)(C)NC(=O)c1ccc(Cn2cc(C(F)(F)F)ccc2=O)cc1	2.6	18.2	4.5	0.5	-5.3	-7.7	-4.4
COc1ccc(OCCOC(=O)CNC(=O)c2ccc(C)cc2)cc1	1.8	-2.6	-5.3	-3.1	2.7	4.1	-6.0
O=C(NCC[C@@H]1CC[C@@H](NS(=O)(=O)c2cccc(F)c2)[C@H](CO)O1)c1cnccn1	-1.4	1.1	.	0.5	-0.4	9.4	-33.9
C[C@@H]1CCCCO[C@H](CN(C)CC2CCCCC2)[C@H](C)CN([C@H](C)CO)C(=O)c2cc(NS(=O)(=O)c3cn(C)cn3)ccc2O1	-1.7	0.6	-0.1[16.7 µM]	-1.0	1.6	19.8	-4.9
O=C(O)c1cccnc1C(=O)O	4.9	-1.1	-0.5	.	3.1	-7.8	50.4*
CC(C)(C)NC(=O)C(c1ccc(F)cc1)N(Cc1ccco1)C(=O)CCC(=O)Nc1nccs1 (configuration not stated)	-1.8	3.1	-8.1	-2.2	2.9	-10.8	.
COc1ccc(CC(=O)N(Cc2ccccc2)c2ccccc2)cc1S(=O)(=O)N1CCOCC1	1.0	-7.3	8.0	-3.2	-0.9	-9.5	-3.6
Cn1c(=O)[nH]c(=O)c2c1ncn2CCN1CCOCC1	0.0	-2.5	1.2	.	.	-17.4	-9.1
Cc1cc(C)cc(OCCNC(=O)c2ccc(Br)cc2)c1	2.1	-0.2	-11.0	0.4	1.1	-7.9	.
O=C(NCc1ccco1)c1cnccn1	-6.8	-0.7	-1.6	.	.	3.5	0.5
CCCNC(=O)C1(C)CCCN(Cc2ccccc2C#N)C1 (configuration not stated)	-2.6	-1.1	-5.6	.	2.6	0.8	.
C[C@H](CO)N1C[C@H](C)[C@@H](CN(C)Cc2cccc(F)c2)Oc2ncc(C#CCN(C)C)cc2C1=O	0.1	1.2	-0.8[16.7 µM]	-6.7	-12.3	4.2	2.2
CO[C@H]1CN(C)C(=O)c2cc(NC(=O)C3CCOCC3)ccc2OC[C@@H](C)N(C(=O)c2ccccc2)C[C@H]1C	0.4	.	9.2[16.7 µM]	.	.	-3.5	.
Cc1ccc(C)c(N2C(=O)CC(Cc3ccccc3)C2=O)c1 (configuration not stated)	-0.5	0.4	.	1.8	0.9	3.4	7.0
COc1ccc(NC(=O)N(C)C[C@H]2Oc3c(NS(=O)(=O)c4ccc(C)cc4)cccc3C(=O)N([C@H](C)CO)C[C@@H]2C)cc1	-1.1	53.6	38.0[16.7 µM]	-0.5	-2.6	-23.0	9.3
C[C@H]1CN([C@@H](C)CO)C(=O)c2cc(C#CC3CCCCC3)cnc2O[C@H]1CN(C)S(=O)(=O)c1ccccc1	-7.6	-1.1	-5.0[16.7 µM]	13.2	-1.7	-65.6	7.0
O=c1ccn([C@@H]2O[C@H](CNCc3ccccc3)[C@@H](O)[C@H]2O)c(=O)[nH]1	-0.3	1.8	-0.7	-5.1	7.5	-11.0	.
Cn1c(SCC(=O)Nc2ccc(Cl)cc2)nnc1C1CC1	-0.4	-2.0	-2.6	-1.4	-9.7	-0.7	-1.8
O=C(Nc1ccc2c(c1)OCO2)C1CCCN(c2nc3ccccc3s2)C1 (configuration not stated)	12.7	-1.2	-6.8	0.2	-2.0	-5.9	1.1
Cc1ccc(C(=O)/C=C\C(=O)c2ccc(C)cc2)cc1	.	.	.	-1.8	1.3	.	6.7
Cc1ccc(C)c(S(=O)(=O)NCCCN2CCOCC2)c1	.	.	.	1.4	2.9	.	-5.4
O=C(O)c1cccc(NC(=S)N/N=C/c2c[nH]c3ccccc23)c1	.	-5.7	.	6.2	-5.0	.	14.8
CCN(CC)CCNC(=O)CCc1n[nH]c(=O)c2ccccc12	-14.5	1.9	11.9	.	.	-8.3	16.1
CCOC(=O)C1(Cc2ccccc2Cl)CCN(Cc2csc(C(C)=O)c2)CC1	-5.1	-0.6	-2.4	-2.0	-1.7	-33.3	-19.6
C[C@H](CO)N1C[C@H](C)[C@H](CN(C)C(=O)Nc2ccccc2)Oc2ccc(NC(=O)Nc3ccc(F)cc3)cc2C1=O	1.2	-1.9	7.6[16.7 µM]	1.3	5.2	13.0	-9.4
CCN(c1cccc(C)c1)S(=O)(=O)c1ccc2c(c1)N(C(C)=O)CCS2	1.2	-3.3	3.5	-2.5	2.4	29.9	4.3
COc1cnc(-c2cccc(C(F)(F)F)c2)nc1OC	.	.	-2.1	-7.6	-2.3	.	4.3
Cc1ccc(S(=O)(=O)c2cc(C)cc(S(=O)(=O)Nc3ccc(C(=O)O)cc3)c2C)cc1	-1.8	-6.6	.	-6.2	5.7	13.9	2.1

Three entries out of the list above, ordered by the value under SIRT5 inh, high to low:
| compound | esBAF inh | miR-122 sensor | SIRT5 inh | ERp5 inh | ARNT-TACC3 inh |
| --- | --- | --- | --- | --- | --- |
| Cc1ccc(C)c(S(=O)(=O)NCCCN2CCOCC2)c1 | . | . | 1.4 | 2.9 | -5.4 |
| CO[C@@H]1CN(C)C(=O)c2ccc(NC(=O)Nc3ccc(F)cc3)cc2OC[C@H](C)NC[C@@H]1C | -1.6 | 0.8[16.7 µM] | -0.5 | 5.6 | -2.9 |
| CCc1cc(=O)oc2cc(OCc3ccc(C(=O)O)o3)ccc12 | 3.3 | 9.3 | -4.5 | -0.2 | -3.2 |

Entries of single compounds as entered above:
Cc1ccc2nc(SCC(=O)N3c4ccccc4CC3C)c(C)cc2c1 (configuration not stated) across the screens: esBAF inh: 3.1; Cneo AK release: -1.1; miR-122 sensor: -1.3; SIRT5 inh: .; ERp5 inh: .; Statin myotox sup: 36.0; ARNT-TACC3 inh: -14.8
CCN(C(=O)CCN1C(=O)S/C(=C\c2ccccc2)C1=O)C1CCS(=O)(=O)C1 (configuration not stated) across the screens: esBAF inh: 0.3; Cneo AK release: 0.6; miR-122 sensor: .; SIRT5 inh: 0.9; ERp5 inh: -1.4; Statin myotox sup: -1.2; ARNT-TACC3 inh: -1.4

(cont.)
SMILES	esBAF inh	Cneo AK release	miR-122 sensor	SIRT5 inh	ERp5 inh	Statin myotox sup	ARNT-TACC3 inh
C=CCOC(=O)C1=C[C@H](c2coc3ccccc3c2=O)C[C@H](OCc2ccc(CO)cc2)O1	6.5	-4.3	0.5	1.4	3.4	-3.9	1.0
O=C(NCCN1CCOCC1)c1cccnc1SCc1ccccc1Cl	-1.6	5.7	0.8	-0.4	1.8	4.9	.
O=C(c1ccc2c(c1)OCCO2)C1CCN(C(=O)Nc2ccccc2F)CC1	4.2	-0.1	-5.1	3.5	-4.9	3.9	-1.0
CC(=O)NCCc1nc2cc(NC(=O)COc3ccc(C)cc3)ccc2n1C	1.6	6.4	-4.4	-6.7	2.7	2.2	-2.1
C[C@H](O)[C@@H]1CN2CCc3c([nH]c4ccccc34)[C@@H]2C[C@@H]1N(C)C(=O)NC1CCCCC1	4.5	.	5.0	3.3	0.7	11.7	.
c1ccc(-n2nnnc2SCCCSc2nc3ccccc3s2)cc1	-5.3	-1.2	-8.4	1.7	10.4	13.3	-10.9
CC(=O)N1[C@H](CO)[C@@H]2c3ccccc3N(C(=O)c3ccccc3)C[C@@H]21	-1.0	-0.3	-9.5[16.7 µM]	.	.	7.3	1.6
